# HGIII-sPLA2 inh: Blocks human group III sPLA2 activity | Q9NZ20 | QFRET BODIPY PC-A2 liposome hydrolysis, fluorescence | inhibition, % at 12.2 µM | 370,000 compounds, 0.56% hits;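 active = inhibition above mean plus 3 SD of compounds lying within the high and low control bounds, cut at about 19% in these data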;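 note: 0% = median of test compound wells and 100% = no enzyme DMSO wells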
# Target sequence (Q9NZ20 whole entry, looked up): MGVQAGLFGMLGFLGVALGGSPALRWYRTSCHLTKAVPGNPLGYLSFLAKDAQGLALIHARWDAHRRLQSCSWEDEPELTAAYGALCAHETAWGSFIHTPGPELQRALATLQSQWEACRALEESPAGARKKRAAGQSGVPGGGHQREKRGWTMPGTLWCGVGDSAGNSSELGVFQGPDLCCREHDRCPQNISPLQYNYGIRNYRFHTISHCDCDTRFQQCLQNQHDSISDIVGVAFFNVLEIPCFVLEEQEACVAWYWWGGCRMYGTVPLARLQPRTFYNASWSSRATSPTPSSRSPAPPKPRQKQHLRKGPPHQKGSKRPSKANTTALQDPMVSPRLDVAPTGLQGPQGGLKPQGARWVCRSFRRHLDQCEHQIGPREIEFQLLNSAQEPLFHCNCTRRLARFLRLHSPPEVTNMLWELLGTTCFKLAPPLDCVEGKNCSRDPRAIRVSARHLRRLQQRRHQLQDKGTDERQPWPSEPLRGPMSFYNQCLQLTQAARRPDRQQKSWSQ
# ssDAF12 agonist: activates DAF-12 receptor from parasite S. stercoralis | HEK293 ssDAF-12/GRIP1 lit1-tk-luc reporter, luminescence; % of 3 µM dafachronic acid response | activation, % at 6.8 µM | 370,000 compounds, 1% hits;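 active = activation above the mean over all tested compounds plus 3 SD, cut at about 0.9% in these data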;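 note: 0% = DMSO-only wells and 100% = 3 µM delta7-dafachronic acid wells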
# PLCb3 inh: blocks human PLC-beta3 enzyme activity; Q01970; Purified PLC-beta3, fluorogenic substrate, fluorescence; inhibition, % at 12.2 µM; 370,000 compounds, 0.18% hits; AID 720704; in the data active = inhibition above about 11%;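 note: 0% = median of compound wells on plate and 100% = full blocker control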
# NR1D1 modulator: modulators of human Rev-erb alpha DNA binding; P20393; Rev-erbα–FITC-DNA binding, fluorescence polarization, 90 min; activity, % at 10 µM; 370,000 compounds, 0.79% hits; AID 1259318;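 active = activity above about 14%, limit read from the data; passing the limit was not always enough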;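 note: 0% = DMSO wells with 35 nM protein and 100% = DMSO wells with 750 nM protein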
# Target sequence (P20393 whole entry, looked up): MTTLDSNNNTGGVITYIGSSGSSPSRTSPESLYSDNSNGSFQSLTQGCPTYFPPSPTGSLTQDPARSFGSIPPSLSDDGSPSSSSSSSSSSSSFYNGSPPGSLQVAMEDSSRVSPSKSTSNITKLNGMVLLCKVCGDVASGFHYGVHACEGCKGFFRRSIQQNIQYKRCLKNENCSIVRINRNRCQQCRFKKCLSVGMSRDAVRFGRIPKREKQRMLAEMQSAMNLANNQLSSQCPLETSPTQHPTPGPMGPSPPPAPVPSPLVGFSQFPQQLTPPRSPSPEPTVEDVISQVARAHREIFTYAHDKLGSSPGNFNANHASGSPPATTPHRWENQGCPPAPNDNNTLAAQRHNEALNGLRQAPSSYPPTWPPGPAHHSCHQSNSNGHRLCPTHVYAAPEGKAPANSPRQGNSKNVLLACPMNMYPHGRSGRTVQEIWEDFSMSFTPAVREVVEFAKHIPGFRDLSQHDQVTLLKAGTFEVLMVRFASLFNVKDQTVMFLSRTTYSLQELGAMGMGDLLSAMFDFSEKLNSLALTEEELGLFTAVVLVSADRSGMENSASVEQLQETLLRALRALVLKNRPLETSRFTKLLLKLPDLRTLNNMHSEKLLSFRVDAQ
# DAX1 inh-1: NR0B1 (DAX1) inhibition; AID 504766; HEK293 Gal4-DAX1 luciferase reporter, luminescence; P51843; inhibition, % at 6.75 µM; 340,000 compounds, 0.99% hits;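 active = inhibition above the mean over all tested compounds plus 3 SD, cut at about 4.2% in these data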;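 note: 0% = DAX1-transfected cells with DMSO and 100% = empty-vector control cells with DMSO; inhibition shows as a rise in luminescence from relieved DAX1 repression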
# hgDAF12 agonist: hgDAF-12 agonism, primary luciferase screen; AID 687014; 370,000 compounds, 1.8% hits; HEK293 GAL4-hgDAF12 UAS-luciferase reporter, agonist luminescence; normalized to butyrate control; activation, % at 6.8 µM;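 active = activation above a cutoff set at the mean of all screened compounds plus 3 SD, cut at about 10% in these data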;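 note: 0% = DMSO wells and 100% = sodium butyrate wells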
# PG9 binder: binds the HIV-1 gp120 antibody PG9. TR-FRET gp120-PG9 antibody binding. inhibition, % at 6.7 µM. 360,000 compounds, 0.43% hits; in the data active = inhibition above about 8.5%
# FXN GAA850 act: frataxin GAA850 promoter activation | activation, % at 6 µM | HEK293 lucGAA850 FXN promoter luciferase reporter, 24 h; percent of 10 µM SAHA response | 360,000 compounds, 0.56% hits;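 active = activation above the average of all compounds screened plus 3 SD, cutoff fixed separately per campaign, cut at about 7.5% in these data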;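 note: 0% = DMSO wells and 100% = 10 µM SAHA wells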
# SMARCA2 activ: SMARCA2 function activation, primary screen; activation, % at 9.1 µM; MG213 cells, MMTV-luciferase reporter, dexamethasone, overnight; AID 652017; 370,000 compounds, 1% hits; in the data active = activation above about 7.8%;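 note: 0% = vehicle wells and 100% = reference activator wells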
# hcDAF12 agonist: activators of H. contortus DAF-12 nuclear receptor. 370,000 compounds, 1.4% hits. activation, % at 6.8 µM. HEK293 hcDAF-12 lit1-tk-luc reporter, luminescence; 0% DMSO, 100% Δ7-dafachronic acid;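 active = activation above the mean of all tested compounds plus 3 SD, cut at about 5.5% in these data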;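 note: 100% = response to 3 µM Δ7-dafachronic acid high control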
# DAX1 inh-2: inhibitors of DAX1 repression of SF-1 activated StAR promoter; HEK293T StAR-luciferase reporter, SF-1/DAX-1 repression relief; inhibition, % at 6.8 µM; 370,000 compounds, 1.1% hits; AID 652010;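 active = inhibition above the mean over all tested compounds plus 3 SD, cut at about 3.6% in these data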;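 note: 0% = DAX-1 cells with DMSO and 100% = cells lacking DAX-1 with DMSO; higher inhibition means more luminescence from relief of DAX-1 repression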
# Active calls of the source: *; / = no result given. The order is random; 7% or so of the library scored in one or more.
SMILES,HGIII-sPLA2 inh,ssDAF12 agonist,PLCb3 inh,NR1D1 modulator,DAX1 inh-1,hgDAF12 agonist,PG9 binder,FXN GAA850 act,SMARCA2 activ,hcDAF12 agonist,DAX1 inh-2
CC1CCCN(C(=O)c2ccc3c(c2)OCO3)C1 (configuration not stated),5,-0.3,0,1,0.4,1.0,-2.1,2.9,0,-0.4,2.6
O=C(NCC1CCCO1)/C(=C\c1ccco1)NC(=O)c1ccccc1 (configuration not stated),-4,-1.1,-25,1,-0.4,2.0,0.7,2.0,1,-0.7,0.7
Cc1ccc(-c2nc3cc(C)c(Br)c(C)n3c2CC(C)(C)C)cc1,-4,1.5*,-3,0,/,6.0,0.5,/,5,6.5*,0.5
Cc1ccc(S(=O)(=O)NCCC(=O)Nc2nccs2)cc1,-8,-1.3,2,3,0.0,1.1,-1.3,-0.3,1,-1.0,-0.3
CC(=O)Oc1cc2c(cc1Cl)C1(CC(c3ccccc3Cl)O2)CC(C)(C)NC(=S)N1 (configuration not stated),3,-1.6,2,-1,-0.8,1.2,-0.1,-2.8,-3,-1.9,-1.2
N#C/C(=C(/O)COC(=O)Cc1c[nH]c2ccccc12)c1nc2ccccc2[nH]1,-28,-0.4,-34,3,-1.2,4.9,-3.8,2.7,0,0.3,0.2
COCCC1CCCCN1C(=O)c1ccc2nc(Cc3ccccc3F)oc2c1 (configuration not stated),-13,0.3,-5,1,1.3,14*,-0.6,4.0,7,5.6*,3.9*
O=c1c2cc3cc4c(cc3nc2ncn1Cc1cccnc1)OCO4,-3,-0.5,-42,5,/,4.5,/,/,-2,0.2,1.8
Cc1ccc(S(=O)(=O)Nc2ccc(NC(=O)CN3CCCCC3)cc2)cc1,-19,-0.8,0,0,-0.9,-1.3,-1.8,-0.4,2,-1.6,0.3
COc1ccc(S(=O)(=O)N2CCN(Cc3ccccc3[N+](=O)[O-])CC2)cc1,1,-1.8,-3,4,3.0,-1.4,0.2,1.8,-5,-1.6,-0.5
Cc1nn(CC(=O)OCCOc2ccc(Br)cc2)c(C)c1[N+](=O)[O-],-12,-1.6,-6,9,2.9,1.9,0.0,1.4,1,0.3,-0.4
Fc1ccc2nc(N3CCCCC3)sc2c1,-3,-0.7,-7,3,1.2,9.0,1.7,8.3*,4,1.3,1.8
O=C(Cc1c(F)cccc1Cl)Nc1nc2ccccc2s1,-5,-1.6,-1,-1,1.0,5.6,0.3,0.9,2,0.5,0.3
CC(C)NC(=O)NC(=O)COc1ncnc2sccc12,1,-1.4,-4,-2,0.6,-1.1,-1.6,0.1,2,-0.1,-0.3
CCCCC(=O)Nc1ccc(C(=O)NCCCn2ccnc2)cc1,1,-1.3,4,-1,-1.4,-0.9,-2.4,2.3,4,-0.7,-4.3

# Single entries from the list.
# CC1CCCN(C(=O)c2ccc3c(c2)OCO3)C1 (configuration not stated) in FXN GAA850 act is entered as 2.9
# O=C(Cc1c(F)cccc1Cl)Nc1nc2ccccc2s1 in DAX1 inh-1 is entered as 1.0

# The results go on:
SMILES,HGIII-sPLA2 inh,ssDAF12 agonist,PLCb3 inh,NR1D1 modulator,DAX1 inh-1,hgDAF12 agonist,PG9 binder,FXN GAA850 act,SMARCA2 activ,hcDAF12 agonist,DAX1 inh-2
CCCCC(=O)Nc1ccc(N2CCCC2)cc1,-4,-1.0,-13,-1,-0.7,-0.6,-3.8,-0.1,-1,-0.9,0.7
COc1ccc(CNC(=O)COc2ccc(S(=O)(=O)NC(C)C)cc2)cc1,-2,-1.2,4,-2,-1.4,-0.2,0.0,-0.6,-1,-0.6,-0.2
CCCCCCCC[n+]1cccc(C(=O)N(CC)CC)c1,-5,-1.0,4,-1,-0.4,1.9,3.0,0.3,-2,0.5,-0.4
Cc1nc(NS(=O)(=O)c2ccc(Cl)s2)c2c3c(sc2n1)CCCC3,-43,-1.6,-22,3,0.8,-0.3,-0.8,5.4,-5,-0.3,-0.8
Cc1cc(C(=O)Nc2cccc(O)c2)c(C)o1,-13,0.1,-4,8,-1.5,1.8,0.3,-0.8,0,-0.2,0.6
O=C(O)C1CCCN(C(=O)NCc2ccccc2)C1 (configuration not stated),5,-1.3,-1,-2,0.8,-2.5,-0.4,0.1,-2,-1.6,-0.3
COc1cc(NC(=S)NCCC(c2ccccc2)c2ccccc2)c(OC)cc1Cl,0,-1.5,2,1,-0.8,1.5,-1.4,1.8,-4,-0.8,0.0
O=C1CCCc2ccccc2N1Cc1ccc(Cl)cc1Cl,2,-0.8,-3,2,-0.1,-0.9,-0.8,-0.2,0,-0.7,-1.2
COCCN(C(=S)Nc1ccc(C(C)C)cc1)C(C)c1cccs1 (configuration not stated),2,-1.4,-7,1,0.7,-0.7,-0.2,0.7,-2,0.5,0.4
ClCc1c2ccccc2cc2ccccc12,4,-1.2,-9,-4,0.0,0.8,-3.2,-1.6,0,-1.7,0.0
COc1ccc(NC(=O)Nc2ccc(C(=O)N3CCOCC3)cc2)cc1,2,-1.0,-1,4,2.0,-3.0,1.3,-1.5,-5,-3.4,-1.5
O=C1C2=C(CCCC2)C(=O)N1c1cccc(OCCBr)c1,-2,-1.2,-3,3,-0.7,1.2,-1.1,1.9,-1,1.7,-0.1
CCOC(=O)c1ccccc1NC(=O)c1cccc(F)c1,-1,-1.6,0,0,-0.2,-0.3,-0.6,0.8,0,-1.4,0.0
O=S(=O)(c1ccc(F)cc1)c1nc(-c2ccco2)oc1Nc1ccc(F)cc1,7,-1.4,-17,-6,-0.8,-3.1,-2.2,-0.8,-7,0.5,-0.5
Cc1ccc(S(=O)(=O)NCCC(=O)N2CCC(Cc3ccccc3)CC2)cc1,-10,-1.2,-9,-3,-1.6,-0.8,0.2,-2.4,-3,-2.9,-2.7

# An excerpt from above, limited to NR1D1 modulator, FXN GAA850 act and SMARCA2 activ:
Molecule,NR1D1 modulator,FXN GAA850 act,SMARCA2 activ
Cc1cc(C(=O)Nc2cccc(O)c2)c(C)o1,8,-0.8,0
O=C(O)C1CCCN(C(=O)NCc2ccccc2)C1 (configuration not stated),-2,0.1,-2

# Returning to the listing with the 3 entries that preceded the break.
SMILES,HGIII-sPLA2 inh,ssDAF12 agonist,PLCb3 inh,NR1D1 modulator,DAX1 inh-1,hgDAF12 agonist,PG9 binder,FXN GAA850 act,SMARCA2 activ,hcDAF12 agonist,DAX1 inh-2
CCOC(=O)c1ccccc1NC(=O)c1cccc(F)c1,-1,-1.6,0,0,-0.2,-0.3,-0.6,0.8,0,-1.4,0.0
O=S(=O)(c1ccc(F)cc1)c1nc(-c2ccco2)oc1Nc1ccc(F)cc1,7,-1.4,-17,-6,-0.8,-3.1,-2.2,-0.8,-7,0.5,-0.5
Cc1ccc(S(=O)(=O)NCCC(=O)N2CCC(Cc3ccccc3)CC2)cc1,-10,-1.2,-9,-3,-1.6,-0.8,0.2,-2.4,-3,-2.9,-2.7
COc1ccc(C/C(N)=N/OC(=O)CCc2ccccc2)cc1,-2,-0.6,-6,11,1.1,1.3,-1.9,0.8,7,-0.6,0.1
Cc1ccc(C(=O)OCC(=O)NC(C)c2ccccc2)s1 (configuration not stated),5,-0.9,1,2,0.5,-0.5,-0.4,1.8,-5,-1.2,-0.8
COc1cc(CNn2cnnc2)ccc1OCC(=O)NC(C)(C)C,9,-1.2,2,-1,0.6,-0.8,0.3,-2.4,0,-0.9,0.2
COc1ccc(C)cc1N(C(=O)CNC(=O)c1ccco1)C(C(=O)NC1CCCC1)c1cccnc1 (configuration not stated),5,-0.7,3,3,-0.1,-1.8,0.2,-1.1,-1,-1.0,-0.8
CCc1noc(C)c1C(=O)Nc1ccccc1N1CCOCC1,7,-0.9,2,0,1.2,0.1,1.9,-0.3,-1,-1.4,-0.4
COc1cccc(OCCn2cc(C(=O)c3ccco3)c3ccccc32)c1,-37,-1.7,-31,5,-0.3,-1.8,-0.5,-0.2,-2,-1.9,0.0
CC(Sc1nc(N(C)C)nc(N2CCOCC2)n1)C(=O)Nc1ccccc1 (configuration not stated),-7,-1.5,2,-4,0.0,-3.1,0.7,0.7,-3,-1.7,0.4
CCC(C)(C)NC(=O)CN(CC1CCCO1)C(=O)CNS(=O)(=O)c1ccccc1 (configuration not stated),0,-0.3,-4,0,1.4,0.2,-1.2,-0.5,1,-0.5,0.1
CCC(C(=O)NC1CCCCCC1)c1ccccc1 (configuration not stated),4,-0.1,-9,0,1.6,2.2,-0.8,-0.7,-5,0.8,0.0
CCCCN(C(=O)c1ccc(S(=O)(=O)N2CCOCC2)cc1)C1CCS(=O)(=O)C1 (configuration not stated),2,-0.9,1,-4,0.2,1.3,-1.6,-1.8,2,1.2,-1.0
CCOC(=O)c1[nH]c(C)c(C(=O)N2CCN(c3cccc(Cl)c3)CC2)c1C,-7,-2.3,-4,-4,-0.1,-2.7,0.6,2.8,-1,-1.4,-1.7
Cc1cc(CNC(=O)c2ccc3c(c2)OCO3)c2ccccc2n1,1,-1.9,-2,-3,-1.7,-2.7,-1.1,-3.1,-1,-1.6,-1.9
O=C(NC(Cc1c[nH]c2ccccc12)C(=O)O)c1cccc(S(=O)(=O)N2CCCCC2)c1 (configuration not stated),-65,-0.5,-3,-3,-0.2,1.4,-1.6,1.1,-2,5.7*,-0.2
COc1ccccc1N(CC(=O)Nc1ccccc1C(=O)N1CCCC1)S(C)(=O)=O,1,-0.7,-1,-1,-1.1,2.8,-0.5,-0.1,-3,1.1,0.5
COc1ccc(CC(=O)Nc2ccc(N3CCOCC3)cc2)cc1OC,-1,-1.2,-6,9,1.2,-1.3,-2.6,-1.4,1,0.6,-0.1
CCn1cc(CN2CCCC(CNS(=O)(=O)Cc3ccccc3)C2)cn1 (configuration not stated),-4,-0.8,-3,-3,-2.2,-1.3,0.5,4.0,-2,1.2,0.0
CC(C(=O)Nc1nc2ccccc2[nH]1)N1C(=O)C2CC=CCC2C1=O (configuration not stated),10,-0.5,-9,1,-1.3,1.0,4.1,1.5,-6,0.6,-0.1
COC(=O)c1nc(N)sc1C,4,-0.8,2,5,0.0,-0.8,0.9,0.6,-2,2.3,0.1
Cc1ccn2c(=O)nc(SCC(=O)NC3CCCCC3)nc2c1,-1,-1.3,-5,4,0.4,1.5,-0.4,-0.1,-1,-1.6,-0.8
Cc1ccc(-c2csc3ncnc(SCC(=O)NCc4ccc5c(c4)OCO5)c23)cc1,7,-1.2,0,17,-0.8,-1.2,1.0,-1.1,-1,-1.0,-0.5
CC[n+]1ccc(/C=C/c2ccc(N(C)C)cc2)c2ccccc21,24*,-3.3,-4,-2,-4.1,-13,-130,-11,-7,-5.7,-6.8
Cc1c(Cl)c([N+](=O)[O-])nn1CCCC(=O)Nc1cc(Cl)ccc1Cl,-1,-2.0,3,-2,-1.2,-1.1,3.3,-0.3,-1,-2.9,0.6
Cc1cccc(Nc2nc(-c3ccc4c(c3)OCCO4)cs2)c1,6,0.1,-21,-6,2.8,13*,-0.2,2.2,5,5.8*,1.9
C=CCSc1nc2c(C(=O)OCC)nnn2c2ccccc12,18,-0.2,-2,0,-0.1,0.5,-1.4,2.4,0,2.4,-0.4
COc1ccc(CCNC(=O)c2nn(C)cc2Cl)cc1,1,-1.2,1,-2,0.5,1.4,0.0,0.7,3,3.6,1.0
